Source: PubChem (several laboratories)
N-glyco inh: increase of ERlucT glycosylation luciferase signal, primary screen, N-linked glycosylation inhibitor project, D54 ERlucT cells, luminescence, set 2. D54 ERlucT glycosylation luciferase reporter, 24 h; percent of 100 nM tunicamycin response. reporter increase, % at 12.5 µM. 0.23% of 360,000 active;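 active means mean luciferase reporter signal, scaled so untreated is 0 and the glycosylation-blocking control 100, at or above a set limit in every replicate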;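 further: luciferase carries N-glycosylation sites so blocking glycosylation raises the light; 0% = median of neutral control wells and 100% = median of 100 nM tunicamycin wells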
ABCB6 inh 2: ABCB6 transporter inhibitors, primary screen, K562-ABCB6 cells, flow cytometry, MLPCN library; fluorescence ratio to DMSO, % at 10 µM; AID 602162, 2011; K562-ABCB6 porphyrin accumulation, 1 h; stronger effect = lower value; ATP-binding cassette sub-family B member 6 (Homo sapiens), Q9NP58; 0.19% of 360,000 active;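 active means fluorescence ratio to DMSO below 75%, the collection mean minus 3 SD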;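 further: signal is porphyrin accumulated inside mitochondria; 100% equals median channel fluorescence of DMSO control wells; lower ratio means ABCB6 inhibition with less porphyrin fluorescence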
MC4R ag barr: MC4R agonists recruiting beta-arrestin, primary screen, cell-based, luminescence, agonist arm of biased-ligand search. Melanocortin receptor 4 (Homo sapiens), P32245. U2OS MC4R beta-arrestin complementation; percent of melanotan II response, DMSO zero. activation, % at 8.9 µM. 0.98% of 360,000 active. AID 540308, 2011;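 active means activation above a per-plate cutoff, the mean activation of sample wells on that plate plus 3 SD, cut at about 8% in these data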
PDI turbidity: inhibitors of human PDI, primary screen, biochemical, turbidity, single point, plate reader; inhibition, % at 10 µM; Protein disulfide-isomerase (Homo sapiens), P07237; PDI insulin aggregation turbidity, A650, 90 min; 0.052% of 350,000 active;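 active means mean inhibition across replicates of 30% or more, whatever share of single replicates reach that level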;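 further: absorbance from insulin aggregation driven by PDI reduction with DTT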
Target sequence (P07237 whole entry, looked up): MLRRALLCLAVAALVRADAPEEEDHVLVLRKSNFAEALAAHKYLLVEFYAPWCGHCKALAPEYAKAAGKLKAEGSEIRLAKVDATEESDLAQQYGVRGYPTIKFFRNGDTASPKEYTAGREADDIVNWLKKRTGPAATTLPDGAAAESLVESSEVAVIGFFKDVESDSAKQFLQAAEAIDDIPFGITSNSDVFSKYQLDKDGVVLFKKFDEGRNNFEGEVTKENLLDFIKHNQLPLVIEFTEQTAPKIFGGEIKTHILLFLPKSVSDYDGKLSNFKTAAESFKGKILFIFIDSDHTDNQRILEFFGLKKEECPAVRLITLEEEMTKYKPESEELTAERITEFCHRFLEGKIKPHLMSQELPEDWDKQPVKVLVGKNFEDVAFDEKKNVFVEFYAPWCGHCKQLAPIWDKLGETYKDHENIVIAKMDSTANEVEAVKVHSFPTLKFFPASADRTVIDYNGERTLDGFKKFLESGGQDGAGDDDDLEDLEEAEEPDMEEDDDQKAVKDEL
Cardio protect: cardioprotection against H2O2-induced cell death, primary screen, uHTS, H9c2 cells, ATPLite luminescence; 0.63% of 360,000 active; H9c2 cardiomyocytes, H2O2 injury protection, 2 h; protection from H2O2 cell death, % at 20 µM;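 active means compounds giving at least 50% protection of heart cells from peroxide-induced death in the single-dose screen, raw or plate-pattern-corrected value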;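 further: 0% = DMSO wells with peroxide and 100% = DMSO wells without peroxide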
CaV13 FRET inh: Primary screen for inhibitors of IQ motif and Ca2+-dependent inactivation inhibitor domain binding in CACNA1D, Förster resonance energy transfer in living cells, … | HEK cells, CFP/YFP FRET ICDI-IQ, plate reader, 10 min; percent FRET-ratio fall versus neutral wells | inhibition, % at 12.3 µM | 0.098% of 340,000 active | AID 743397;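 active means mean replicate inhibition of at least 30% and at least 1% of replicates passing that level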;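 further: 0% = median of the neutral control wells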
Vif inh: HIV Vif self-association inhibitors, primary screen, imaging, HEK293T, single point; HEK293T cells, Vif self-association by quenched fluorescence, 24 h; inhibition, % at 7.49 µM; 0.35% of 340,000 active; AID 602346, 2012; in the data active means inhibition above about 50%, passing the limit was not always enough; further: some results filed as inactive read as strong as hits
HTR2A ag: mouse Htr2a agonists via beta-arrestin recruitment, primary screen, cell-based, luminescence; AID 624169, 2012; 0.66% of 360,000 active; CHO-K1 mHTR2A beta-arrestin complementation; percent of 30 µM serotonin response; 5-hydroxytryptamine receptor 2A (Mus musculus), P35363; activation, % at 7.6 µM;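 active means activation above a run cutoff, the mean activation of all tested compounds plus 3 SD, cut at about 14% in these data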;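 further: 0% = plate median of compound wells and 100% = 30 µM serotonin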
Target sequence (P35363 whole entry, looked up): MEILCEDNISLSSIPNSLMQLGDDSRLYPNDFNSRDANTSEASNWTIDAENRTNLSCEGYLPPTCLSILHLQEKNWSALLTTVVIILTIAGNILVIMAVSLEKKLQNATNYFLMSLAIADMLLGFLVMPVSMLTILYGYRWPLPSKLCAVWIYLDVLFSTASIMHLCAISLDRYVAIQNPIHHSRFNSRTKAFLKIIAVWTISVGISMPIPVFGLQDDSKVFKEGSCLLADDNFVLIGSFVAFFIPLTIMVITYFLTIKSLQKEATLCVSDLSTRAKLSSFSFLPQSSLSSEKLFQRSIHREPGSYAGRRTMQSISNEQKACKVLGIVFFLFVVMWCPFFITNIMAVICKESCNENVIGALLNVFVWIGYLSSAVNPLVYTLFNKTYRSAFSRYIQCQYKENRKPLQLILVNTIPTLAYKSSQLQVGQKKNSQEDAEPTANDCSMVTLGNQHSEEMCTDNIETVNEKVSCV
MC4R antagonist: MC4R antagonists of cAMP signaling, primary screen, cell-based, TR-FRET, antagonist arm of biased-ligand search; Melanocortin receptor 4 (Homo sapiens), P32245; MC4R-expressing cells, MTII-stimulated cAMP, LANCE TR-FRET; inhibition, % at 6.5 µM; 0.48% of 360,000 active;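 active means inhibition above its plate's cutoff, the mean of tested wells on that plate plus 3 SD, cut at about 29% in these data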;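 further: 0% = Melanotan II alone and 100% = Melanotan II plus saturating MCL0020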
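Material: U2OS-MC4R stable cell line | Reagent: Melanotan II challenge after compound preincubation | Doses: One concentration, 6.5 µM nominal | Incubation: 30-min compound preincubation, 1-h Melanotan II challenge, 1-h detection, room temperature | Signal: TR-FRET cAMP assay | Replicates: One well per compound, no replicates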
aDG glyco act: activators of alpha-DG glycosylation, primary screen, uHTS, Pro5-aDG cells, AlphaScreen; 0.22% of 360,000 active; alpha-DG glycosylation AlphaScreen (IIH6); 0% Pro5, 100% B10-LARGE cell signal; activation, % at 10 µM;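 active means activation of at least 8% versus controls, or a plate z-score of at least 8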;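 further: Pro5 are CHO cells carrying HIG-tagged alpha-DG that lacks glycosylation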
The depositor's hits bear a star; i = inactive; / = not tested or not shown.

SMILES	N-glyco inh	ABCB6 inh 2	MC4R ag barr	PDI turbidity	Cardio protect	CaV13 FRET inh	Vif inh	HTR2A ag	MC4R antagonist	aDG glyco act
COc1ccc(C#Cc2cccc(-c3nc(C(=O)NCc4ccc(Oc5ccccc5)cc4)cc4c3[C@@H](CCO)N(S(=O)C(C)(C)C)C4)c2)cc1OC (stereo partly specified)	-5	96	/	/	-2	-3	/	6	/	0.7
CCn1nnnc1NCc1ccc(Cl)cc1	4	94	0.1	-5	-6	-19	-3	5	11	0.0
O=C(c1cccs1)N1CCOCC1	1	78	1.3	2	4	-6	10	2	8	0.0
COc1ccc(CCC(=O)Nc2ccc(OC)c(S(=O)(=O)N3CCCCC3)c2)cc1	0	91	-5.1	11	-4	-5	9	2	-2	0.1
CN1CC[C@@H]2C(=O)N3CCc4ccc(-c5ccc6c(c5)OCO6)cc4[C@@H]3C[C@@H]21	1	101	3.1	-10	33	-6	1	-9	3	0.0
O=C(CN1C(=O)NC2(CCCCC2)C1=O)Nc1ccc(F)cc1	2	95	-0.6	1	-4	-1	-4	0	-2	-0.1
Cc1c(C(=O)NCc2ccccc2C(F)(F)F)sc(=O)n1Cc1cccc(C(F)(F)F)c1	-8	103	3.0	-4	-4	-17	0	-14	7	-0.1
CCOc1ccc(NC(=O)CN2CCN(C(=O)C3CCCO3)CC2)cc1 (stereo unspecified)	-1	94	-1.0	18	4	/	-1	2	3	-0.1
CC(NC(=O)COC(=O)c1cc(Cl)nc(Cl)c1)c1ccccc1 (stereo unspecified)	-1	102	-0.7	-2	1	-2	10	-1	5	0.0
CCC(C(=O)NC(C)(C)C)N(Cc1ccc(OC)cc1)C(=O)c1snc(C(N)=O)c1N (stereo unspecified)	-2	90	-0.1	-4	3	-5	1	-3	3	0.1
CCOC(=O)CC(=O)CSc1nc2c(cc1C#N)CCC2	0	100	-0.8	-3	6	-1	-3	-2	3	-0.1
Cc1cccc(-n2c(O)cnc2Nc2nc(C)cc(C)n2)c1	1	95	-0.4	1	1	0	3	4	4	-0.3
O=C(NCCCCc1ccccc1)c1cccc(NC(=O)C2CC2)c1	-4	93	-1.3	-1	9	-3	4	-2	-2	0.5
C=C(C)c1cccc(C(C)(C)NC(=O)Nn2cnnc2)c1	0	100	0.5	5	-2	-7	7	16*	1	-0.3
CCCCCc1c(-c2cccc(OC)c2)ncn1CCc1ccccc1OC	/	113	/	/	/	-8	/	-6	/	0.4
CC1CCC(C(=O)NNC(=O)c2cc(-c3ccco3)[nH]n2)CC1 (stereo unspecified)	0	90	1.9	-2	-3	-5	/	-2	25	-0.1
NC(=O)C1CCN(C(=O)CN(c2cccc(C(F)(F)F)c2)S(=O)(=O)c2ccccc2)CC1	1	99	-0.6	1	3	/	/	0	3	0.1
COc1cccc(N=C2SC(CC(=O)Nc3ccccc3)C(=O)N2Cc2ccccn2)c1 (stereo unspecified)	-2	96	0.0	13	4	-13	-4	0	-5	1.0
Cc1cc(NC(=O)C(C)SCC(=O)OCc2ccc(Cl)cc2Cl)no1 (stereo unspecified)	0	98	3.3	3	12	-3	-3	-2	25	-0.1
COc1cccc(C(=O)/C=C/Nc2ccc(S(=O)(=O)Nc3ccc(C(C)=O)cc3)cc2)c1	3	103	-1.0	-2	-6	-9	0	5	-2	0.0
NC(=O)C1CCN(C(=O)c2ccc(Cl)c(S(=O)(=O)N3CCc4ccccc43)c2)CC1	3	98	-1.5	0	0	-7	1	4	3	-0.3
CC[C@]1(C(=O)OC)[C@H]2C(=O)N(Cc3ccccc3)C(=O)[C@H]2[C@H]2CN(C)C(=NCc3ccccc3)N21	1	100	2.9	2	1	/	-2	21*	3	0.0
COc1cccc(OC)c1C(=O)OCCCOC(=O)c1c(OC)cccc1OC	-1	100	-2.2	6	12	-3	-6	0	1	0.0
O=C(Cc1ccccc1)NCC(=O)N/N=C/c1cccnc1	1	100	-3.5	4	1	-20	2	5	-5	0.0
COc1ccc(NC(=O)CCSCCC(=O)Nc2ccc(OC)cc2OC)c(OC)c1	2	87	-0.3	-2	-4	-5	3	0	9	0.1
Cn1c(C(=O)N2CCN(Cc3ccccc3)CC2)cc2c(=O)n(C)c3ccccc3c21	6	97	-1.0	/	38	-11	-3	-5	6	0.0
CCOc1ccccc1C(=O)NCCC(=O)O	4	99	-3.6	1	0	/	4	-3	0	-0.1
COc1cc(C2C(C#N)=C(N)Oc3cc(N(C)C)ccc32)cc2c1OCO2 (stereo unspecified)	12	118	-0.2	11	3	/	i	-3	-22	0.1
C/C(=N\NC(=O)CCCNc1cccc(C)c1)c1ccncc1	0	97	-2.7	1	5	-6	-4	2	-1	-0.3
NS(=O)(=O)c1ccc(CCNC(=O)C2CCC(Cn3c(=S)[nH]c4ccccc4c3=O)CC2)cc1 (stereo unspecified)	3	96	-4.7	4	11	-2	-1	2	12	-0.3

Structures above with an NH in an aromatic ring, in the order listed:
SMILES	N-glyco inh	ABCB6 inh 2	MC4R ag barr	PDI turbidity	Cardio protect	CaV13 FRET inh	Vif inh	HTR2A ag	MC4R antagonist	aDG glyco act
CC1CCC(C(=O)NNC(=O)c2cc(-c3ccco3)[nH]n2)CC1 (stereo unspecified)	0	90	1.9	-2	-3	-5	/	-2	25	-0.1
NS(=O)(=O)c1ccc(CCNC(=O)C2CCC(Cn3c(=S)[nH]c4ccccc4c3=O)CC2)cc1 (stereo unspecified)	3	96	-4.7	4	11	-2	-1	2	12	-0.3

Later entries
SMILES	N-glyco inh	ABCB6 inh 2	MC4R ag barr	PDI turbidity	Cardio protect	CaV13 FRET inh	Vif inh	HTR2A ag	MC4R antagonist	aDG glyco act
Cn1c(CN2CCOCC2)nnc1SCc1cccc(F)c1	-2	95	0.3	20	0	-4	-3	4	-2	0.1
C#CCOc1ccccc1CNc1ccccc1	-2	94	0.4	8	-9	-4	0	6	-3	-0.2
Cc1ccc(-c2nn(-c3cc(Cl)ccc3[N+](=O)[O-])c(=O)c3ccccc23)cc1	-4	94	1.0	1	-6	-7	-6	-13	5	-0.2
COc1ccc(C(=O)COC(=O)c2cccc(-n3cnnn3)c2)c(OC)c1	-2	102	1.8	2	9	-7	1	3	13	0.3
CC(=O)Oc1cccc(/C=N\NC(=O)C(=O)N/N=C/c2cccc(OC(C)=O)c2)c1	2	100	-0.5	1	20	-3	19	-2	1	-0.6
COCCn1c(C)cc(C(=O)COC(=O)c2ccc(Br)o2)c1C	-11	101	-1.4	3	-13	-7	-1	3	0	0.3
CC(C)(C)CNC(=O)c1cc2c(Br)ccc(Br)c2nc1N	/	101	/	/	/	-5	/	-4	/	0.6
O=C(Nc1cccc(-c2cscn2)c1)C1CCN(Cc2ccsc2)CC1	-5	106	2.6	-1	5	/	1	-11	-6	0.4
O=C1CNC(=O)c2c(nc3n2CCC3)N1	3	102	-0.7	4	2	-9	-5	-2	-7	0.1
O=C(CN1CCc2ccccc21)NC(=O)NCc1ccco1	0	101	-0.8	-3	-2	-6	7	-2	3	-0.2
O=C1CC(O)(C(F)F)Oc2ccc3ccccc3c21 (stereo unspecified)	0	95	-0.9	-3	8	/	-10	2	0	-0.1
O=C1NC[C@H](Cc2ccccc2)N(C[C@@H]2CCCN2C[C@H](Cc2ccc(O)cc2)N2C[C@H](Cc3ccccc3)N(CCc3ccccc3)C(=O)C2=O)C1=O	/	96	/	/	/	-5	/	-1	/	0.0
CC(=O)c1ccc(N2CCN(S(=O)(=O)c3ccc4c(c3)CC(=O)N4)CC2)cc1	1	101	0.4	/	6	-6	3	4	18	-0.2
O=C(NCc1ccc(F)cc1)C(c1ccccc1)c1ccccc1	-1	100	-0.8	11	3	2	1	-3	-1	-0.1
CCOc1ccccc1N1CCN(C(=O)c2cccc(-c3ccc(O)cc3)c2)CC1	0	99	2.5	7	-2	-5	-15	-4	2	0.6
Cc1noc(C)c1NC(=O)N(C)C[C@@H]1OCc2cnnn2CCCC(=O)N([C@@H](C)CO)C[C@H]1C	0	100	-0.9	5	-8	-4	-2	7	17	0.1
Cc1cccc(C)c1NC(=O)C(NC=O)c1ccccc1Cl (stereo unspecified)	0	98	-1.7	-4	12	-4	-2	2	0	-0.1
CCOC(=O)c1[nH]c2ccccc2c1NC(=O)C(CC)CC	2	108	0.8	3	-16	-5	9	2	7	0.1
O=C(Cc1nnc(NC(=O)Nc2ccccc2)s1)Nc1ccccc1	-3	98	3.5	13	1	-4	2	1	11	-0.3
COc1cc(/C=C(/NC(=O)c2ccccc2)C(=O)N2CCOCC2)c([N+](=O)[O-])cc1OC	0	89	-0.6	-8	-8	-5	-3	3	-1	-0.1
Cc1ccc(-c2cc([C@H]3[C@@H]4C=CCC[C@@]4(C)C(=O)N3Cc3ccccc3)ccc2F)cc1	-5	92	0.1	-6	-2	-3	-1	-1	4	0.2
Cc1ccc2nc(NC(=O)C3CCN(C(=O)c4ccc(F)cc4)CC3)sc2c1	-5	103	-2.7	6	-6	-7	-17	-4	8	0.5
CN(C)c1ccc(C(=S)N2CCOCC2)cc1Br	1	101	-2.3	18	-2	/	17	-5	1	0.0
O=C(CCCCCNc1nc(=S)[nH]c2ccccc12)NCCc1c[nH]c2ccccc12	-2	97	-1.8	4	5	-3	-4	-4	25	0.1
CCCc1nc2c3ccccc3ccn2c1Cc1ccccc1C(F)(F)F	-1	102	/	/	-6	-6	/	-2	/	0.1
CC1CCCC/C1=N\NC(=S)NCCc1ccccc1 (stereo unspecified)	-1	94	-4.6	4	-7	-7	-5	-4	8	5.0
COc1ccc(NC(=O)C2CCCN(c3c4c(nc5ncnn35)CCC4)C2)cc1 (stereo unspecified)	1	96	1.7	-6	7	-4	12	1	-5	0.0
CCOC(=O)C1CCN(c2ccc(C(N)=O)cc2[N+](=O)[O-])CC1	0	94	-2.4	11	-4	-4	3	6	-2	0.3
C/C(CC(=O)Nc1cc(C)ccn1)=N\NC(=O)c1cccc(C)c1O	-2	92	0.2	7	15	-6	-4	-2	4	0.4

3 entries out of the list above, sorted by their value in N-glyco inh, high to low.
Compound,N-glyco inh,ABCB6 inh 2,MC4R ag barr,PDI turbidity,CaV13 FRET inh,Vif inh,HTR2A ag,MC4R antagonist,aDG glyco act
CCOC(=O)c1[nH]c2ccccc2c1NC(=O)C(CC)CC,2,108,0.8,3,-5,9,2,7,0.1
COc1ccc(NC(=O)C2CCCN(c3c4c(nc5ncnn35)CCC4)C2)cc1 (stereo unspecified),1,96,1.7,-6,-4,12,1,-5,0.0
O=C(Cc1nnc(NC(=O)Nc2ccccc2)s1)Nc1ccccc1,-3,98,3.5,13,-4,2,1,11,-0.3
